Bioassay records from PubChem.
ER stress rescue: protection against thapsigargin-triggered cell killing – 384-well, CSM14.1, ATP luminescence, primary screen (AID 1222). CSM14.1 thapsigargin-induced death rescue, ATP luminescence; higher % means a stronger effect. one-dose cellular ATP content (survival), % at 20 µM; EC50 in µM for titrated hits. 190,000 tested, under 10 active;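 active = EC50 below 50 µM in the dose-response confirmation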;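 note: death triggered by thapsigargin at about 15 µM added after 2 h compound pretreatment; cell ATP read after overnight thapsigargin exposure of roughly 18 to 22 hours; normalized against plate controls of thapsigargin alone and 5% DMSO vehicle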
MT stabilizer: microtubule stabilization, imaging screen | actives 0.83% (n = 200,000) | % tubulin-high responders, % at 10 µM | HeLa tubulin immunostaining HCS, 24 h; share of cells brighter than vehicle mean+2SD;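 active = plate Z-score above 3 for both tubulin-high and condensed-nucleus cell shares, with cell loss under 80%, at 10 µM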;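 note: anti alpha tubulin signal scored within the nucleus-defined area of each cell; some results filed as inactive read as strong as hits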
Salmonella PhoP GFP: inhibitors of PhoP regulon expression, primary screen, Salmonella Typhimurium, GFP reporter (AID 1863); S. Typhimurium PhoP-regulated promoter GFP reporter, 4 h; higher % means a stronger effect; actives 0.16% (n = 300,000); one-dose inhibition, % at 50 µM; IC50 in µM for titrated hits;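 active = inhibition over 29.93%, a cutoff 3 SD above the screen mean, later confirmed by dose response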;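 note: 0% = low Mg2+ inducing control and 100% = high Mg2+ repressing control; strong numbers were not always called active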
Autophagy mod: modulators of autophagy; MEF GFP-LC3 puncta imaging; test concentration mostly 10 µM; AID 463193; calls only at 10 µM (by protocol); actives 0.98% (n = 190,000);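 active = percentage of spot-positive cells more than 3 SD above its plate mean, without a fluorescence outlier flag or 80% toxicity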;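 note: spot-positive cell cutoff set from DMSO-treated cells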
Dynein transport: blocks dynein driven cargo transport along microtubules. AID 1381. z-score, hits read low. 3617.4 mouse cells, GR-EGFP nuclear translocation imaging; test concentration mostly 20 µM; stimulated with dexamethasone, 1 µM; hits give low values. actives 0.47% (n = 220,000);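 active = plate z-score of nuclear minus cytoplasmic receptor signal below a set negative limit, without overly bright fluorescence or cell loss, cut at about -3.5 in these data, passing the limit was not always enough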;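 note: z-score of nuclear minus cytoplasmic ring GR-EGFP intensity difference per well; some compounds called inactive have numbers as strong as hits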
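Also added: dexamethasone, 1.0 µM final. Medium: tet-free, stripped-serum medium. Detection: fixed, Hoechst-stained cells imaged at 10x for EGFP. Read-out: nuclear-to-cytoplasmic GR-EGFP distribution per well. Times: induction 48 h, compound 1 h, agonist 30 min.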
T cell modulator: modulates CD8 T cell binding to vesicles. 2C CD8+ T cell-vesicle binding, flow cytometry; hits give low values. calls only at 7 µM. actives 0.068% (n = 330,000). AID 2052;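 active = response, share of CD8 T cells binding vesicles, and their 90th percentile fluorescence all below set limits, cut at about 80% in these data, passing the limit was not always enough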
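Test system: purified 2C TCR transgenic mouse naive CD8+ T cells. Probe or stimulus: QL9-peptide-loaded Drosophila micro-vesicles bearing Ld, ICAM-1 and B7-1. Incubation: binding step 1.5 h, 37 °C, antibody labelling 20 min, ice. Measured by: flow cytometry of vesicle-bound cells.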
Ins promoter up: MIN6 insulin promoter up-regulation. MIN6 insulin promoter-GFP reporter, high-content imaging; hits give high values. z-score at 5 µM. actives 0.3% (n = 190,000);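 active = z-score above 3 at 5 µM with at least 500 cells counted in the well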
b-catenin transl: alters nuclear translocation of beta-catenin in HeLa cells. immunofluorescence imaging. nuclear translocation activity, % at 5 µM. actives 0.3% (n = 190,000). AID 1665;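 active = nuclear translocation activity above 50% at 5 µM, with a well cell count of 50 or more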;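 note: per-cell ratio of nuclear to cytoplasmic median beta-catenin stain intensity; plate controls were DMSO negative control for no effect and GSK-3 inhibitor IX positive control for full effect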
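Read-out: Nuclear/cytoplasmic beta-catenin signal ratio, % activation | Assay system: Human HeLa cell line | Times: 24 h compound exposure at 37°C, 5% CO2 | Signal: Fluorescence imaging of beta-catenin antibody stain plus DAPI | Dosing: 5 µM primary, 0.02–20 µM confirmation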
Lipid droplet: hepatic lipid droplet formation modulation | AML12 mouse hepatocytes, oleate lipid droplets, BODIPY imaging | actives 0.4% (n = 240,000) | inhibition, % at 6.5 µM;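 active = lipid droplet intensity inhibited by at least 50%, with more than 500 cells counted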
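Material – AML12 mouse liver cells · Also added – oleate loading, 100 µM · Compound dosing – 6.5 µM single-point dosing · Times – overnight treatment with compound plus oleate · Measured by – fluorescence imaging, 20x objective, two fields per well · Read-out – percent inhibition of filter-corrected integrated lipid droplet intensity per well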
Dynein transport cytoplasmic EGFP: further read-out of Dynein transport, marked with its call; z-score; measured here: cytoplasmic GR-EGFP intensity; hits give high values
Dynein transport nuclear GR-EGFP: recorded beside Dynein transport, whose call it bears; z-score; measured here: nuclear GR-EGFP intensity;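 lower value marks the stronger effect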
Dynein transport cell count: also measured in Dynein transport; calls as there; z-score; measured here: cell count per field
Ins promoter up cell count: second read-out of Ins promoter up, no call of its own (marks repeat the call); cell count; measured here: cytotoxicity, nuclei count;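 total cells summed across four imaged fields per well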
Lipid droplet cells 6.5 µM: second read-out of Lipid droplet, no call of its own (marks repeat the call); cell count; measured here: cell count, cytotoxicity flag;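 cells counted across two imaged fields per well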
b-catenin transl cell count 5 µM: further read-out of b-catenin transl, marked with its call; cell count; measured here: cell count, cytotoxicity flag
T cell modulator vesicle-bound %: second read-out of T cell modulator, no call of its own (marks repeat the call); double positive events, %; measured here: CD8+ vesicle-bound cell fraction;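 binding gate set so that unloaded-vesicle control wells show 10% double positive cells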
MT stabilizer Hoechst-high %: further read-out of MT stabilizer, marked with its call; % Hoechst-high responders; measured here: nuclear condensation Hoechst responders;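 share of cells brighter than vehicle mean plus two SD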
MT stabilizer cytotoxicity %: further read-out of MT stabilizer, marked with its call; toxicity, %; measured here: cytotoxicity by cell density;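 0% = mean cell density of plate MIN control wells and 100% = no cells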
Autophagy mod cell loss 18 h: further read-out of Autophagy mod, marked with its call; toxicity, %; measured here: cell loss, nuclei count;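 cell loss after 18 h compound exposure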
Starred values were filed as active, the others as inactive; i = inactive; x = no result given; & = joins results of further samples.

SMILES	ER stress rescue	MT stabilizer	MT stabilizer Hoechst-high %	MT stabilizer cytotoxicity %	Salmonella PhoP GFP	Autophagy mod	Autophagy mod cell loss 18 h	Dynein transport	Dynein transport cytoplasmic EGFP	Dynein transport nuclear GR-EGFP	Dynein transport cell count	T cell modulator	T cell modulator vesicle-bound %	Ins promoter up	Ins promoter up cell count	b-catenin transl	b-catenin transl cell count 5 µM	Lipid droplet	Lipid droplet cells 6.5 µM
COc1ccc(N2CCN(C(=O)[C@H](Cc3c[nH]c4ccccc34)NC(C)=O)CC2)cc1	-1.9%	2.4	1.1	12.0	4.9%	i	19.5	0.00974	0.0568	0.194	0.0625	i	29.8	1.36	1740	0.3	902	0.5	691
CCOC(=O)CNC(=O)C1c2cc(OC)c(OC)cc2C(=O)N(C)C1c1ccccc1F (stereo unspecified)	1.9%	2.2	1.1	7.1	18.7%	i	4.9	0.162	-0.0866	0.383	0.0456	i	41.5	0.56	1292	-2.7	1109	-27.2	676
Cc1nnc(SCC(=O)Nc2sc3c(c2C(N)=O)CCCC3)[nH]c1=O	0.2%	1.7	1.4	6.1	-6.9%	i	-0.6	1.1	-0.163	1.69	-1.74	i	39.2	-0.69	1516	-2.8	1421	x	x
Cn1c(=O)c2c(nc(CN3CCC(C(N)=O)CC3)n2Cc2c(F)cccc2Cl)n(C)c1=O	1.4%	2.0	1.3	5.4	2.4%	i	9.8	-0.0717	-0.228	0.357	-0.0854	i	38.8	x	x	-0.5	868	x	x
CCN1CCN(C(=O)c2nn(-c3ccc(C)cc3)c(=O)c3c2c2ccccc2n3C)CC1	1.1%	2.3	3.8	15.2	-9.3%	i	-45.7	1.3	-0.156	1.25	0.465	i	28.0	-1.13	1303	-1.1	1089	-0.1	764
O=C(C1CCCCC1)N1CCC(c2nc3c(nnn3Cc3c(F)cccc3Cl)c(=O)[nH]2)CC1	-1.5%	3.2	1.7	7.2	2.8%	i	0.8	-0.0209	-0.235	0.652	-0.45	i	47.3	x	x	-1.4	1085	-11.5	627
COc1ccc(CNC(=O)c2c(F)c(F)c(F)c(F)c2F)cc1	-3.7%	4.3	1.7	1.6	-4.8%	i	0.1	-0.207	-0.212	-0.03	-0.235	i	36.2	1.39	1118	x	x	-17.3	738
O=C1CC(Sc2nnc(-c3ccccc3)o2)C(=O)N1c1ccccc1 (stereo unspecified)	x	4.6	2.2	6.2	-11.2%	i	25.3	-2.26	2.62	-0.694	-2.3	i	48.2	-0.04	915	x	x	13.0	729
CCn1c2c(c(=N)c3c1CCC3)CCCC2	x	x	x	x	-3.7%	x	x	-0.718	-0.281	-0.327	0.649	i	12.3	0.26	1103	-0.5	1355	-0.1	808
COc1cc(O)c(C(CCN2CCCC(C)C2)c2cc(OC)c(OC)c(OC)c2)c(OC)c1 (stereo unspecified)	x	x	x	x	-4.7%	x	x	-0.325	-0.778	-0.0692	0.283	i	54.2	0.15	1040	-0.5	1176	-0.7	706
CC1CCCCC1NC(=O)c1ccc(CNc2c(N3CCCC3)c(=O)c2=O)cc1 (stereo unspecified)	x	2.7	2.3	6.0	3.2%	i	-6.8	0.402	0.184	0.474	0.36	i	32.5	0.73	1989	3.8	1063	-0.3	627
O=C1OC(=O)C2C1[C@@H]1CC[C@H]2O1 (stereo partly specified)	-2.4%	5.5	3.3	5.2	-4.9%	i	7.3	0.76	-0.214	0.591	0.439	i	44.9	x	x	-0.4	579	1.3	706
Cc1cccc(NC(=O)/C(=C\c2cccs2)NC(=O)c2ccccc2)c1	-2.1%	2.9	1.3	8.6	-12.1%	i	16.7	-0.63	-0.102	-0.593	0.727	i	57.5	1.16	1836	-2.1	1125	3.2	662
COc1ccc(C2=NO[C@@H]3[C@@H]4C[C@@H]([C@H]5C(=O)N(C)C(=O)[C@@H]45)[C@H]23)c(OC)c1	x	x	x	x	4.1%	x	x	-0.423	-0.246	-0.267	-0.122	i	50.7	0.39	1242	-4.8	1115	17.6	735
CC(=O)Nc1ccc(S(=O)(=O)NCCSCc2c(Cl)cccc2Cl)cc1	2.9%	1.8	2.6	2.7	-5.6%	i	9.8	-0.254	-0.214	-0.241	0.217	i	44.5	-1.21	1238	3.6	1368	x	x
COc1ccc(NC(=O)[C@H](CCS(C)(=O)=O)N2Cc3ccccc3C2=O)c(OC)c1	0.4%	3.1	3.8	7.4	7.7%	i	5.5	-0.273	-0.176	0.0566	0.27	i	32.1	-0.55	854	x	x	x	x
COC(=O)NCCOC(=O)N(O)c1ccc(Br)cc1	-1.8%	4.3	2.1	5.9	12.5%	i	4.0	-0.036	-0.339	0.0615	-0.132	i	11.0	-0.45	1155	2.6	1420	x	x
O=C1c2ccccc2C(O)N1Cc1ccccc1Cl (stereo unspecified)	x	4.3	1.7	9.2	-0.4%	i	-2.4	3.1	-0.0969	2.01	-1.19	i	11.6	x	x	-3.0	1083	-4.0	653
Cc1ccc(CN(Cc2ccco2)C(=S)NCC(=O)NCc2cccnc2)cc1	1.3%	2.6	1.8	2.6	5.6%	i	0.2	0.87	-0.217	0.0569	0.442	i	21.3	0.18	1179	-0.9	1118	-5.2	758
Cc1ccccc1Nc1nnc(SCc2cc(=O)n3ccsc3n2)s1	0.1%	2.6	1.6	7.3	-8.8%	i	10.9	0.25	-0.175	1.03	-0.224	i	52.4	2.65	1408	-1.3	1412	x	x
CCc1ccc(OCc2n[nH]c(=S)n2C(C)CCCC(C)C)cc1 (stereo unspecified)	-2.3%	3.2	1.9	5.9	-0.1%	i	4.5	0.659	-0.296	0.835	-1.26	i	55.1	0.06	1197	-3.4	1156	1.6	644
COc1ccc(C2CC(=O)N3C(=C2C#N)SCC3(O)c2ccccc2)cc1 (stereo unspecified)	-0.1%	2.6	3.0	7.0	-2.8%	i	16.8	-0.509	-0.514	-0.151	0.289	i	46.3	-1.35	1289	-6.1	878	x	x
CC(C)Oc1c(Cl)cc(CNC(C)(C)CO)cc1Cl	2.1%	3.6	2.1	3.3	3.1%	i	-3.8	0.23	-0.244	0.119	1	i	18.2	1.08	1235	-1.0	984	18.3	813
CCCn1c(SCC(=O)N2CCCc3ccccc32)nnc1-c1ccco1	-0.2%	4.7	4.5	11.8	10.7%	i	-17.4	0.303	-0.274	0.214	-0.372	i	8.9	0.48	860	-6.1	1001	x	x
COc1nc2ccccc2nc1CCC(=O)O	0.7%	2.3	1.3	6.7	-2.7%	i	4.6	-0.778	-0.336	-0.515	1.15	i	56.8	x	x	-0.6	1578	9.5	734

The results go on:
SMILES	ER stress rescue	MT stabilizer	MT stabilizer Hoechst-high %	MT stabilizer cytotoxicity %	Salmonella PhoP GFP	Autophagy mod	Autophagy mod cell loss 18 h	Dynein transport	Dynein transport cytoplasmic EGFP	Dynein transport nuclear GR-EGFP	Dynein transport cell count	T cell modulator	T cell modulator vesicle-bound %	Ins promoter up	Ins promoter up cell count	b-catenin transl	b-catenin transl cell count 5 µM	Lipid droplet	Lipid droplet cells 6.5 µM
Cc1ccc(NC(=O)Nc2cccc(Cl)c2)c(C(=O)O)c1	-1.6%	7.1	3.2	7.0	-7.5%	i	-2.9	-0.379	-0.0583	0.121	-0.158	i	48.4	0.47	1402	-0.5	1498	0.8	707
Clc1ccc(SCc2nc3ccccc3[nH]2)cc1	-1.5%	2.2	1.5	3.9	2.8%	i	-9.5	-0.264	-0.128	0.579	-1.07	i	35.1	1.09	1425	-1.0	1276	x	x
Cc1nc(C(C)NC(=O)CCc2nnc(CCCc3ccccc3)o2)c(C)s1 (stereo unspecified)	1.2%	1.8	1.6	3.1	4.4%	i	-12.3	0.934	-0.203	0.311	-0.339	i	58.7	0.17	1168	0.5	1511	-3.7	693
COCCNC(=O)c1ccc2c(c1)ncn2-c1ccc(F)c(F)c1	-0.9%	1.5	2.3	9.0	-4.5%	i	15.6	0.0472	-0.179	0.343	-0.801	i	23.6	0.17	1557	-0.5	1402	x	x
Cn1c(SCC(=O)N2CCN(S(=O)(=O)c3ccc(Cl)cc3)CC2)nc2ccccc21	-0.6%	2.9	1.4	6.5	12.7%	i	-2.5	-0.485	-0.264	0.407	1.55	i	17.1	0.71	776	-2.7	1115	-2.4	872
[O-][n+]1c2ccc3nonc3c2nn1-c1ccccc1Cl	x	3.7	3.4	5.0	16.9%	i	0.7	-0.827	-0.192	0.0169	0.418	i	36.5	0.1	1281	x	x	-7.2	732
CCOC(=O)C1=C(C)NC(=O)NC1c1ccc(OC(=O)c2ccco2)c(OC)c1 (stereo unspecified)	-1.3%	2.6	1.3	8.7	-1.3%	i	-24.2	-0.643	-0.211	-0.143	0.891	i	24.3	1.03	1494	1.6	1455	x	x
CC[C@H](NC(=O)c1c(C)c(-c2ccccc2)nc2ccccc12)c1ccccc1	x	x	x	x	-1.9%&-2.6%	x	x	1.52	-0.278	1.45	-2.29	i	22.3	0.25	713	0.9	1187	-12.0	630
